# Assay outcomes as filed in PubChem.
# TNAP activators: human TNAP enzyme activators, primary screen, biochemical, luminescent, no phosphate acceptor, uHTS (AID 1001); 0.03% of 200,000 active; purified TNAP, luminescent activation assay, no phosphate acceptor; higher activation fold means a stronger effect; activation fold at 20 µM, or EC50 in µM where a hit was titrated; in the data active = activation fold from about 3, or a potency from the dose series; inactive = the rest, 99 in 100 with activation fold below about 1.6; also: many of its hits are not listed in these tables
# b-catenin transl: alters nuclear translocation of beta-catenin in HeLa cells. AID 1665. immunofluorescence imaging. 0.3% of 190,000 active. nuclear translocation activity, % at 5 µM;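 active = nuclear translocation activity above 50% at 5 µM, with a well cell count of 50 or more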;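 also: per-cell ratio of nuclear to cytoplasmic median beta-catenin stain intensity; plate controls were DMSO negative control for no effect and GSK-3 inhibitor IX positive control for full effect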
#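 assay system = human HeLa cells, endogenous beta-catenin | times = compound treatment 24 h, 37°C, 5% CO2 | detection = Anti-beta-catenin immunofluorescence on PFA-fixed, Triton-permeabilized cells, DAPI nuclei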
# Hep lipid drop: modulators of hepatic lipid droplet formation; AML12 mouse hepatocytes, oleate lipid droplets, BODIPY imaging; inhibition, % at 6.5 µM; 0.4% of 240,000 active; AID 1656;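 active = lipid droplet intensity inhibited by at least 50%, with more than 500 cells counted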
#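 Assay system: AML12 hepatocytes (mouse) / Also added: 100 µM oleic acid challenge / Times: overnight treatment with compound plus oleate / Detection: high-content imaging of BODIPY-stained droplets and DAPI nuclei / Evaluation: % inhibition of lipid droplet signal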
# PMI inhibitors: inhibitors of human PMI, primary screen, biochemical, fluorescence intensity, coupled assay (AID 1209). 0.42% of 190,000 active. inhibition, % at 20 µM; hits with a dose series show IC50 in µM. purified PMI enzyme, coupled fluorescence intensity; higher % means a stronger effect;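 also: plate controls were DMSO vehicle for no effect and wells lacking substrate for full effect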
# T cell modulator: modulates CD8 T cell binding to vesicles; 2C CD8+ T cell-vesicle binding, flow cytometry; hits give low values; calls only at 7 µM; 0.068% of 330,000 active;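 active = response, share of CD8 T cells binding vesicles, and their 90th percentile fluorescence all below set limits, cut at about 80% in these data, passing the limit was not always enough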
#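 Material: 2C TCR transgenic mouse naive CD8+ T cells, MACS-purified. Also added: QL9-charged Drosophila Ld/ICAM-1/B7-1 vesicles. Timing: binding 1.5 h at 37 °C. Measured by: high-throughput flow cytometry with anti-B7-1 and anti-CD8 staining. Read-out: percent CD8+ FL2 mean versus row control. Controls: Unloaded micro-vesicles (low), QL9 vesicles with 0.7% DMSO (high).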
# Autophagy mod: alters autophagy in cells; MEF GFP-LC3 puncta imaging; test concentration mostly 10 µM; 0.98% of 190,000 active; calls only at 10 µM (by protocol);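 active = percentage of spot-positive cells more than 3 SD above its plate mean, without a fluorescence outlier flag or 80% toxicity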;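 also: spot-positive cell cutoff set from DMSO-treated cells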
# MT stabilize HCS: microtubule stabilization, imaging screen; 0.83% of 200,000 active; % tubulin-high responders, % at 10 µM; HeLa tubulin immunostaining HCS, 24 h; share of cells brighter than vehicle mean+2SD;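 active = plate Z-score above 3 for both tubulin-high and condensed-nucleus cell shares, with cell loss under 80%, at 10 µM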;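 also: anti alpha tubulin signal scored within the nucleus-defined area of each cell; some results filed as inactive read as strong as hits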
# Insulin prom up: MIN6 insulin promoter up-regulation. MIN6 insulin promoter-GFP reporter, high-content imaging; hits give high values. z-score at 5 µM. 0.3% of 190,000 active. AID 1625;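 active = z-score above 3 at 5 µM with at least 500 cells counted in the well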
# human PMI inhibitors: MPI inhibition at elevated mannose 6-phosphate – biochemical, fluorescence intensity, high mannose 6-phosphate, primary screen (AID 1220); recombinant PMI enzyme, coupled fluorescence intensity; higher % means a stronger effect; inhibition, % at 20 µM, or IC50 in µM where a hit was titrated; 0.66% of 190,000 active
# Insulin prom up cell count: second read-out of Insulin prom up, no call of its own (marks repeat the call); cell count; measured here: cytotoxicity, nuclei count;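 total cells summed across four imaged fields per well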
# Hep lipid drop cells 6.5 µM: further read-out of Hep lipid drop, marked with its call; cell count; measured here: cell count, cytotoxicity flag;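 cells counted across two imaged fields per well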
# b-catenin transl cell count 5 µM: also measured in b-catenin transl; calls as there; cell count; measured here: cell count, cytotoxicity flag
# T cell modulator vesicle-bound %: further read-out of T cell modulator, marked with its call; double positive events, %; measured here: CD8+ vesicle-bound cell fraction;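 binding gate set so that unloaded-vesicle control wells show 10% double positive cells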
# MT stabilize HCS Hoechst-high %: recorded beside MT stabilize HCS, whose call it bears; % Hoechst-high responders; measured here: nuclear condensation Hoechst responders;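 share of cells brighter than vehicle mean plus two SD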
# MT stabilize HCS cytotoxicity %: further read-out of MT stabilize HCS, marked with its call; toxicity, %; measured here: cytotoxicity by cell density;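 0% = mean cell density of plate MIN control wells and 100% = no cells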
# Autophagy mod cell loss 18 h: second read-out of Autophagy mod, no call of its own (marks repeat the call); toxicity, %; measured here: cell loss, nuclei count;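 cell loss after 18 h compound exposure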
# Numbers without * were called inactive; i = inactive; . = no result given; + = active, no number. Rule as the data show it, unless noted: active = inhibition above about 50%; inactive = the rest.
SMILES,TNAP activators,b-catenin transl,b-catenin transl cell count 5 µM,Hep lipid drop,Hep lipid drop cells 6.5 µM,PMI inhibitors,T cell modulator,T cell modulator vesicle-bound %,Autophagy mod,Autophagy mod cell loss 18 h,MT stabilize HCS,MT stabilize HCS Hoechst-high %,MT stabilize HCS cytotoxicity %,Insulin prom up,Insulin prom up cell count,human PMI inhibitors
CCSc1nnc(NC(=O)C2CCCCC2C(=O)O)s1 (stereo not given),1.1,-4.8,556,-15.3,704,-10.1%,i,30.3,i,-15.5,3.7,2.0,3.2,0.31,1351,-11.7%
COc1ccc(Oc2cnc3ccccc3n2)cc1,1.1,-0.4,1114,-4.4,691,-13.7%,i,50.2,i,-4.2,3.0,2.3,5.4,0.48,1231,-13.7%
O=C1[C@H]2[C@H](ON3CCCC[C@H]23)C(=O)N1c1ccc(Cl)cc1,1,-0.7,1037,0.8,696,4.4%,i,58.0,i,-3.6,2.3,1.8,2.3,0.24,1216,2.3%
CCOC(=O)C1(CCSC)NC(c2ccco2)C2C(=O)N(CC)C(=O)C21 (stereo not given),1.1,2.2,1149,2.5,807,7.4%,i,54.9,i,0.6,2.2,3.5,8.0,0.91,1005,-3.0%
Cc1ccccc1OCCCCCNCCO,1.1,-0.4,1020,-5.3,738,13.5%,.,.,i,14.2,6.4,1.8,10.9,-0.92,1253,7.3%
COc1ccc(C(=O)OCC(N)=O)cc1[N+](=O)[O-],1.1,-0.4,809,5.1,636,-5.6%,i,9.5,i,7.1,3.3,2.5,0.6,0.01,1356,3.6%
O=C(CN(Cc1ccccc1Cl)C(=O)Cn1nnc(-c2cccs2)n1)NCC1CCCO1 (stereo not given),1.1,0.0,1165,.,.,-2.9%,.,.,i,-7.8,3.3,2.6,20.8,0.1,1019,4.7%
COc1cc(C2NC(=O)NC(O)(C(F)(F)F)C2C(=O)c2ccc(Cl)cc2)ccc1O (stereo not given),1.1,-1.8,1339,.,.,2.5%,i,22.1,i,11.2,1.8,2.2,8.4,-0.25,1617,2.5%
CSc1ccccc1C(=O)NCc1ccccc1,1.5,2.0,959,4.0,673,-7.1%,i,36.2,i,-13.8,5.4,2.7,9.1,-0.12,1526,-5.8%
Cc1cccc(C(=O)NCC(=O)N2CC(=O)Nc3ccccc32)c1,1.1,-1.3,1023,-0.8,696,3.9%,i,27.7,i,14.7,2.8,2.3,3.6,-0.15,1291,9.4%
C=CCN=C1S/C(=C/c2cccc([N+](=O)[O-])c2)C(=O)N1CC=C,.,1.1,1320,-18.1,784,.,i,32.1,.,.,.,.,.,-0.91,1024,.
COc1ccc(NC(=O)N2CCCc3ccccc32)cc1,1.1,-5.3,1006,.,.,-6.4%,i,47.1,i,4.3,3.4,2.6,7.6,0.37,1196,1.2%
CCCCNC(=O)C1CC(=O)N(C2CCCC2)C1 (stereo not given),1.1,.,.,.,.,5.3%,i,47.9,i,-11.0,2.1,1.3,7.2,0.28,919,10.9%
CC(Oc1ccc(F)cc1)C(=O)Nc1ccc2ccccc2c1 (stereo not given),1.2,.,.,0.3,738,0.3%,i,37.2,i,3.1,1.7,1.2,8.7,-0.14,880,-2.0%
O=C(CCc1ccccc1)Nc1ccccc1C(F)(F)F,1.1,-1.2,988,-39.6,569,9.4%,i,20.8,i,40.4,2.3,1.7,6.7,-1.13,1501,4.5%
O=C1CC(N(CCc2ccccc2)C(=S)Nc2ccccc2)C(=O)N1c1ccccc1 (stereo not given),1,-5.2,580,-6.7,610,12.9%,i,44.3,i,7.7,1.6,1.9,14.4,-0.31,1285,13.2%
C/C(=C\C(=O)c1ccc(Cl)s1)N(C)C,1,2.3,811,-20.0,567,-3.5%,i,9.4,i,-1.6,5.5,2.7,8.0,0.25,1583,-6.4%
COC(=O)C1(C(O)C(=O)c2ccc(C)cc2C)CCCCC1 (stereo not given),1.1,.,.,-38.7,707,11.5%,i,47.0,i,-1.7,2.3,1.8,1.3,-0.06,1463,13.5%
Cc1c(C(=O)Nc2ccccc2Cl)oc2ccc(S(=O)(=O)N3CCC4(CC3)OCCO4)cc12,1.1,12.0,1369,.,.,5.8%,i,31.4,i,25.1,10.7,8.1,0.7,-1.4,842,7.6%
Cc1cc(C)cc(Oc2ncnc3c2ncn3Cc2c(Cl)cccc2Cl)c1,1.1,.,.,6.2,776,18.4%,i,34.8,i,4.6,2.0,2.1,7.0,.,.,14.4%
COCCN1C=C(C(=O)OC)C(c2ccccc2C(F)(F)F)C(C(=O)OC)=C1,1.3,1.8,1365,.,.,1.3%,i,38.7,i,5.4,2.7,1.7,4.9,0.01,1619,-0.8%
FC(F)(F)c1cc(C(F)(F)F)n2nc(-c3sccc3-n3cccc3)cc2n1,0.9,.,.,.,.,4.0%,i,30.3,i,-32.6,2.1,3.9,1.4,.,.,2.2%
NNC(=O)c1ccc(Cn2cc(Br)cn2)o1,.,0.9,1324,1.3,774,.,i,49.9,.,.,.,.,.,-0.15,1074,.
Cc1cc(=O)n2[nH]c(-c3ccsc3-n3c(C)ccc3C)cc2n1,.,0.8,1290,14.7,723,.,i,38.4,.,.,.,.,.,-0.21,901,.
COc1cc2c(cc1OC)C(C)N(C(=O)c1c(C)noc1C)CC2 (stereo not given),.,-1.8,1178,10.5,758,.,i,25.4,.,.,.,.,.,-0.02,1361,.
O=C(c1ccccc1NS(=O)(=O)c1ccc(F)cc1)N1CCCC1,1.1,.,.,-5.1,779,-4.0%,i,35.8,i,-0.4,3.2,1.7,7.6,.,.,-4.7%
CCOC(=O)c1cc(-c2ccc(C)cc2)n(CCC(=O)NCCN(C)C)c1C,1,0.9,843,.,.,7.6%,i,38.1,i,-28.1,4.8,1.8,4.3,0.28,952,5.6%
COc1cccc(C2CC(=O)N3CN(c4ccccc4F)CSC3=C2C#N)c1 (stereo not given),1.1,.,.,.,.,16.0%,i,7.4,i,-0.8,3.3,2.7,9.3,-1.19,1046,-11.4%
Cc1cc2occ(CC(=O)NC3CCCc4ccccc43)c2cc1C (stereo not given),1.2,-0.6,924,-25.2,562,16.3%,i,55.4,i,4.0,3.0,3.3,4.7,0.96,1337,2.9%
Cn1c(Cn2cnc([N+](=O)[O-])n2)nnc1SCC(=O)Nc1ccccc1,1.2,-0.3,1102,-33.8,580,10.5%,i,3.1,i,5.4,3.1,2.0,4.7,-0.14,1374,2.8%
COc1cc(C(=O)Nc2ccccc2C2COC(=O)C2=N)cc(OC)c1OC (stereo not given),1.1,-2.9,592,-0.5,704,7.6%,i,43.3,+,-1.6*,5.1,3.0,2.2,-0.08,1274,7.9%
N#C/C(=N\Nc1cccc(C(F)(F)F)c1)C(=O)c1csc(-c2cccnc2)n1,.,0.7,1229,-2.0,686,.,i,25.1,.,.,.,.,.,-0.26,1030,.
O=C(c1cc2sccc2n1Cc1ccc(F)cc1)N1CCCc2ccccc21,1.1,-1.5,1203,-43.0,724,10.8%,i,8.0,i,-10.0,2.2,2.0,5.7,-0.84,636,18.3%
CCc1ccc(OCCCC(=O)Nc2nccs2)cc1,1.1,-0.5,1543,3.8,727,7.3%,i,43.9,i,8.7,3.3,2.2,7.5,2.74,1312,1.2%
CC(=O)Nc1ccc(S(=O)(=O)N(CCO)Cc2ccccc2)cc1,1.1,.,.,17.2,741,-3.8%,i,22.5,i,-3.2,1.4,1.7,10.7,.,.,-7.6%
CN(c1ccccc1)S(=O)(=O)c1ccc(C(=O)NCc2ccccn2)cc1,1,0.3,1003,-3.5,642,-10.2%,i,40.2,i,-4.2,4.5,2.0,5.1,0.27,1148,8.5%
Cc1nc(NCc2ccccc2)c(C(N)=O)c2c1COC(C)(C)C2,1.1,-0.8,1152,.,.,9.1%,i,53.9,i,1.0,4.6,3.0,4.0,-0.3,1370,14.6%
CC(=O)Nc1ccc(NC(=O)CSc2ccc(-c3ccc4c(c3)OCO4)nn2)cc1,1.1,0.9,853,-34.1,632,-27.7%,i,47.6,i,0.9,1.4,2.5,5.2,-0.19,1346,-41.3%
CSc1ccc(Cl)c(C(=O)Nc2ccc(N3CCOCC3)cc2)c1,1.1,-0.3,951,11.5,680,-4.5%,i,17.6,i,-10.5,2.3,1.0,0.3,0.06,1651,5.2%
CCOC(=O)Cc1csc(NC(=O)CSc2nnc(C(C)C)n2C)n1,0.9,-1.2,932,.,.,-7.1%,.,.,i,8.0,1.9,2.0,2.5,0.84,1152,-1.9%
O=C(ON=C1CCN(S(=O)(=O)c2ccccc2)CC1)c1ccc(F)cc1,1.1,-3.6,1177,2.4,754,11.6%,i,49.2,i,2.8,1.1,1.5,3.3,0.56,1185,15.5%
O=C(CN1CCCCC1)Nc1ccccc1Cl,1.1,0.5,997,3.4,681,7.3%,i,24.9,i,-21.9,3.3,1.0,9.1,-0.85,1399,5.6%
CCCN1C(=O)C2(C(C(=O)c3ccc(C)o3)=C(O)C(=O)N2CCCN2CCOCC2)c2ccccc21 (stereo not given),1.1,-2.1,974,.,.,-10.3%,i,31.9,i,2.9,2.5,1.9,7.6,0.13,1293,-12.4%

# Reprinted at random: three records from the list, in no set order.
SMILES,TNAP activators,b-catenin transl,b-catenin transl cell count 5 µM,Hep lipid drop,Hep lipid drop cells 6.5 µM,PMI inhibitors,T cell modulator,T cell modulator vesicle-bound %,Autophagy mod,Autophagy mod cell loss 18 h,MT stabilize HCS,MT stabilize HCS Hoechst-high %,MT stabilize HCS cytotoxicity %,Insulin prom up,Insulin prom up cell count,human PMI inhibitors
Cc1cc(=O)n2[nH]c(-c3ccsc3-n3c(C)ccc3C)cc2n1,.,0.8,1290,14.7,723,.,i,38.4,.,.,.,.,.,-0.21,901,.
CC(=O)Nc1ccc(NC(=O)CSc2ccc(-c3ccc4c(c3)OCO4)nn2)cc1,1.1,0.9,853,-34.1,632,-27.7%,i,47.6,i,0.9,1.4,2.5,5.2,-0.19,1346,-41.3%
O=C(CN1CCCCC1)Nc1ccccc1Cl,1.1,0.5,997,3.4,681,7.3%,i,24.9,i,-21.9,3.3,1.0,9.1,-0.85,1399,5.6%
